MrgX1 PAM = allosterically activates human MrgX1 receptor signaling | Q96LB2 | MrgX1-HEK293, Fluo-4 calcium flux, FDSS; active compounds read high | B-score at 10 µM | actives 0.63% (n = 310,000) | AID 588675;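 active means plate-corrected calcium response at least 3 library SD above typical, normal starting fluorescence, not activating the receptor alone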;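 further: compound read alongside a low EC10 to EC30 dose of BAM8-22 agonist; peak minus trough fluorescence over baseline measured at the second addition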
Target sequence (Q96LB2 whole entry, looked up): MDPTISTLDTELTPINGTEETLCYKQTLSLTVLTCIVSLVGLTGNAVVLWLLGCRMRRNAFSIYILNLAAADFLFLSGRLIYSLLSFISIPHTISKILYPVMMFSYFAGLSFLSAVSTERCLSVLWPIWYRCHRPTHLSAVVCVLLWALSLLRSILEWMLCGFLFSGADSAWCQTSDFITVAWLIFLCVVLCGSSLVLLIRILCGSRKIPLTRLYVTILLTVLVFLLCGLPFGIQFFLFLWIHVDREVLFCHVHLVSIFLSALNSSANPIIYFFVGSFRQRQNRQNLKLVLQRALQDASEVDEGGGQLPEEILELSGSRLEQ
RGS4 inh = inhibitors of human RGS4 | HEK293 M3R/RGS4 inducible, Fluo-4 calcium flux; active compounds read high; triggered by carbachol at its EC20 | B-score at 10 µM | actives 0.45% (n = 310,000) | AID 463165;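 active means B-score, a plate-corrected calcium signal, over three deviations above library mean, with baseline fluorescence within five deviations of library mean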;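 further: RGS4 expression induced by doxycycline in cells with stable M3 receptor; B-score is computed from the integrated fluorescence ratio over baseline after carbachol; higher B-score means a larger calcium signal and so more RGS4 inhibition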
Target sequence (P49798 whole entry, looked up): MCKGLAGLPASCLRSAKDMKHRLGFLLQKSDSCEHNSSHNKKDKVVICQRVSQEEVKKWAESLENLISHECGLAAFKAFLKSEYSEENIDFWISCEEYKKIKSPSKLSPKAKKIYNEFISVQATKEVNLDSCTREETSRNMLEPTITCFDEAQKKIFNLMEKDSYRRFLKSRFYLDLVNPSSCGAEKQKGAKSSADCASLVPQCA
Platelet DG rel = modulates dense granule release in human platelets; human platelet-rich plasma, SFLLRN dense granule ATP release, luminescence; inhibition, %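 (compounds screened at 7.5 µM in platelet-rich plasma)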; actives 0.22% (n = 300,000); AID 1663;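 active means mean replicate score, as percent of positive control, at or above 50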
MrgX1 antagonist = blocks BAM8-22 activation of human MrgX1 receptor | Q96LB2 | MRGX1-HEK293 calcium flux, Fluo-4, BAM8-22 antagonism; active compounds read low | B-score at 10 µM | actives 1.3% (n = 310,000) | AID 588676;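 active means calcium-response B-score plate-corrected more than 3 library SD below zero, starting fluorescence within 5 deviations, no agonist response on first addition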;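 further: peak minus trough fluorescence over baseline after final BAM8-22 challenge near maximal dose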
SKKanGAS inh = blocks kanamycin growth of S. pyogenes SKKanGAS strain; BacTiter-Glo, 6 h; inhibition, % at 7.5 µM; actives 1.3% (n = 300,000);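 active means mean replicate score, as percent of positive control median, at least 50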;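 further: strain carries kanamycin resistance gene driven by streptokinase promoter and grows in 40 µg/ml kanamycin; loss of luminescence reflects streptokinase promoter inhibition or plain growth inhibition; 0% = median of DMSO wells and 100% = positive control at its reference dose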
TRPC6 act = mouse TRPC6 channel activation. Q61143. HEK293-TRPC6 membrane potential dye fluorescence; active compounds read high. B-score at 10 µM. actives 0.13% (n = 310,000). AID 2550;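 active means B-score of the integrated fluorescence ratio above library mean plus 3 SD, and starting fluorescence ratio within library mean plus 5 SD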;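 further: higher score means more depolarization so channel activation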
HIF activator = HIF pathway transcriptional activation. actives 0.32% (n = 300,000). AID 1910. activation, % at 7.5 µM (by protocol). U2OS HRE-luciferase reporter, luminescence; normalized: DMSO 0%, desferrioxamine 100%;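 active means mean activation of at least 10% of the iron chelator positive control signal, with at least half of replicates also reaching 10%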
TRPC6 inhibitor = mouse TRPC6 channel inhibition. B-score at 10 µM. HEK293-TRPC6, membrane potential dye, ACh-evoked depolarization; active compounds read low. actives 1.1% (n = 310,000);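 active means B-score under library mean minus 3 SD, initial fluorescence not abnormally high, positive integrated signal ratio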;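 further: B-score derived from integrated fluorescence ratio over the kinetic read; more negative B-score means stronger inhibition of depolarization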
MrgX1 ag = human MrgX1 receptor agonism, primary screen; Q96LB2; MrgX1-HEK293 cells, Fluo-4 calcium fluorescence, agonist mode; active compounds read high; B-score at 10 µM; actives 0.44% (n = 310,000); AID 588627;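 active means calcium response B-score plate-corrected fluorescence ratio at least 3 library SD, with starting fluorescence B-score inside 5 SD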
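Material: MrgX1-expressing HEK293 cells; input: 15,000 cells per well; doses: test compound given as first of three sequential additions; schedule: overnight plating before 1 h dye loading; technique: Fluo-4 NW calcium-flux fluorescence, kinetic read; evaluation: baseline-normalised fluorescence change ratio, B-scored; control set: plate-wise positive and negative controls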
RGS4 act = RGS4 potentiation or activation | HEK293 M3R/inducible RGS4, carbachol calcium flux Fluo4; active compounds read low | B-score at 10 µM | actives 0.92% (n = 310,000);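 active means B-score of the integrated calcium signal more than 4 SD below the library mean, with starting fluorescence not abnormally high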;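 further: negative B-score means reduced calcium response which marks RGS4 activation or potentiation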
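Assay system: HEK293 FlpIn-TREx cells, stable M3R, doxycycline-inducible RGS4 / Probe or stimulus: carbachol, ECmax concentration / Times: overnight RGS4 induction, 30 min dye load 37 °C, 20 min compound RT / Signal: kinetic calcium fluorescence imaging with Fluo4-AM dye, 2 µM / Measure: Agonist-evoked peak-minus-minimum fluorescence over baseline, integrated ratio, B score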
TRPC4 inh = inhibitors of mouse TRPC4 channel. Q9QUQ5. B-score at 10 µM. actives 0.39% (n = 300,000). HEK293 TRPC4beta/mu-opioid, DAMGO-evoked Fluo4 calcium flux; active compounds read low;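 active means B-score over 3 SD under the library average, no early fluorescence shift, positive overall ratio signal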
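Assay system: HEK293 cells with stable TRPC4beta plus mu-opioid receptor expression; Probe or stimulus: DAMGO in two steps, submaximal then maximal; Dosing: single-point compound dosing; Measured by: Fluo4 calcium-dye fluorescence, kinetic read; Read-out basis: B score from integrated Fluo4 fluorescence ratio.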
* = called active by the depositor; i = inactive; . = not tested or not shown.

| Molecule | MrgX1 antagonist | MrgX1 ag | MrgX1 PAM | Platelet DG rel | TRPC6 inhibitor | TRPC4 inh | SKKanGAS inh | TRPC6 act | HIF activator | RGS4 inh | RGS4 act |
| --- | --- | --- | --- | --- | --- | --- | --- | --- | --- | --- | --- |
| CCn1c(SCC(=O)N2CCCc3ccccc32)nnc1-c1c[nH]c2ccccc12 | i | i | i | -1.6 | i | i | 0.4 | i | 1.0 | i | i |
| COc1ccc(-n2c(C)cc(C(=O)NC3CCCCC3)c2C)cc1 | i | i | i | -4.5 | i | i | -13.5 | i | 1.1 | i | i |
| CC(C)(C#N)NC(=O)c1ccco1 | i | i | i | 0.4 | i | i | -2.2 | i | 1.1 | i | i |
| CC1(C)Cc2c(c(N3CCOCC3)nc3sc(C(=O)Nc4ccc(Cl)cc4)c(N)c23)CO1 | i | i | i | -4.1 | i | i | 27.4 | i | -0.8 | i | i |
| Cc1ccc(S(=O)(=O)CCc2nnc(NC(=O)c3ccco3)s2)cc1 | i | i | i | 9.6 | i | i | 0.5 | i | 0.3 | i | i |
| O=c1nccc(NCc2ccco2)[nH]1 | i | i | i | 1.5 | i | i | 3.4 | i | 0.1 | i | i |
| CCOc1cc(CN2CCN(C(=O)c3cccc4ccccc34)CC2)ccc1OC | i | i | i | 3.9 | i | i | -2.6 | i | 0.2 | i | i |
| COc1ccc2[nH]cc(CCNC(=O)Cc3ccc(Cl)cc3)c2c1 | i | i | i | 2.6 | i | i | -4.7 | i | -0.3 | i | i |
| O=C(c1ccc(Cl)cc1)N1CCC(c2nc(-c3cccs3)no2)CC1 | i | i | i | -6.9 | i | i | -3.2 | i | -0.6 | i | i |
| O=C(NN=C1CCCCCC1)c1cccnc1 | i | i | i | -1.9 | i | i | -2.2 | i | 0.3 | i | i |
| O=C1CC(/C=C/c2ccccc2)(C(=O)NC2CCCC2)N1c1ccc(S(=O)(=O)N2CCCC2)cc1 (stereo not drawn) | i | i | i | -3.7 | i | i | 26.4 | i | 0.1 | i | i |
| O=C(NCc1ccc(Cl)cc1)c1ccc(OCC2CCCO2)cc1 (stereo not drawn) | i | i | i | 2.4 | i | i | -8.5 | i | 0.4 | i | i |
| O=C(C(Cl)Cl)N1CCN(Cc2ccc3c(c2)OCO3)CC1 | i | i | i | -1.1 | i | i | 2.6 | i | -0.3 | i | i |
| Cc1cc(=O)oc2cc(OCC(=O)Nc3nnc(CC(C)C)s3)ccc12 | i | i | i | 1.4 | i | i | -3.0 | i | 0.0 | i | i |
| CCn1c(=S)[nH]c2scc(-c3cccs3)c2c1=O | . | . | . | -0.7 | i | i | 29.0 | i | 0.6 | i | i |
| CC1CCN(CCNC(=O)C2CCCN(c3ncnc4c3nc3n4CCCCC3)C2)CC1 (stereo not drawn) | i | i | i | 7.3 | i | i | 0.5 | i | -0.4 | i | i |
| COC(=O)CCSc1nc(N2CCOCC2)c2c(c1C#N)CC(C)(C)OC2 | i | i | i | 1.0 | i | i | 5.3 | i | -2.9 | i | i |
| O=C(CNC(=O)c1ccc([N+](=O)[O-])cc1)N/N=C/c1c[nH]c2ccccc12 | i | i | i | 1.4 | i | i | 0.4 | i | 0.0 | i | i |
| COc1ccc(OC)c(S(=O)(=O)N2CCC(C(=O)N3CCCC3)CC2)c1 | i | i | i | 4.0 | i | i | 1.2 | i | -0.1 | i | i |
| NS(=O)(=O)c1ccc(CNC(=O)Cc2ccc(S(=O)(=O)N3CCOCC3)s2)cc1 | i | i | i | 40.9 | i | i | 12.6 | i | -0.2 | i | i |
| Cc1ccc(C(=O)NCCC(=O)NCc2ccco2)cc1 | i | i | i | -15.5 | i | i | -0.9 | i | -0.2 | i | i |
| Cc1cccc(NC(=O)CC23CC4CC(C2)CC(n2nnc(C)n2)(C4)C3)c1 | i | i | i | -7.4 | i | i | -5.7 | i | -0.4 | i | i |
| COc1cccc(/C=C(/C(=O)OCC(=O)NCC2CCCO2)c2ccccc2)c1 (stereo not drawn) | i | i | i | -1.6 | i | i | 1.3 | i | -0.1 | i | i |
| CC(C)[C@H](NC(=O)c1ccccc1)C(=O)OCC(=O)N1CCCc2ccccc21 | i | i | i | -11.0 | i | i | -5.4 | i | -0.3 | i | i |
| CCN1CCN(CC(=O)N2N=C(c3cccs3)CC2c2ccc(C)cc2)C(=O)C1=O (stereo not drawn) | i | i | i | 4.3 | i | i | 3.2 | i | 0.8 | i | i |
| O=C(/C=C/c1ccc(Cl)cc1)Nn1c(-c2cccs2)nc2ccccc2c1=O | i | i | i | -0.2 | i | i | -4.1 | i | -0.3 | i | i |
| O=C(NC(=S)Nc1ccc2c(c1)OCO2)c1ccccc1 | i | i | i | 0.3 | i | i | 2.7 | i | 2.8 | i | i |
| CS(=O)(=O)N(CC(=O)N1CCCC1)c1cc(C(F)(F)F)ccc1Cl | i | i | i | 15.6 | i | i | -3.2 | i | -0.3 | i | i |
| CCOc1ccccc1N1CCN(CC(=O)Nc2nc(C)c(C(=O)N(C)C)s2)CC1 | i | i | i | 1.6 | i | i | 5.0 | i | -0.4 | i | i |
| NC(=O)C1CC(=O)N(c2ccc(OCC(=O)Nc3ccc(Cl)cc3)cc2)C1 (stereo not drawn) | i | i | i | 4.3 | i | i | -3.1 | i | 1.1 | i | i |
| COCCn1c(C)cc(C(=O)COC(=O)c2ccc([N+](=O)[O-])o2)c1C | i | i | i | -1.8 | i | i | 1.5 | i | 2.9 | i | i |
| CCOC(=O)c1ccccc1NC(=O)c1ccc2c(SCC(=O)O)c3c(nc2c1)CCCC3 | i | i | i | -14.7 | i | i | 17.3 | i | -0.5 | i | i |
| O=C(Nc1ccc(Br)cc1Cl)c1cnccn1 | i | i | i | -4.6 | i | i | 1.6 | i | 1.4 | i | i |
| O=[N+]([O-])c1cccc(S(=O)(=O)c2ccc(NCCOCCO)c([N+](=O)[O-])c2)c1 | i | i | i | -1.5 | i | i | 9.4 | i | -0.2 | i | i |
| CCN(CC)S(=O)(=O)c1ccc(C)c(C(=O)Oc2cccc(-c3cnc4ccccc4n3)c2)c1 | i | i | i | -1.3 | i | i | -16.9 | i | 0.5 | i | i |
| CC(=O)CSc1nnc(Cc2ccc([N+](=O)[O-])cc2)o1 | i | i | i | -0.7 | i | i | 2.2 | i | 0.1 | i | i |
| CC(Oc1ccc(Cl)cc1)c1ccnn1S(=O)(=O)c1ccccc1 (stereo not drawn) | i | i | i | 8.1 | i | i | 13.7 | i | -0.3 | i | i |
| Cc1cc(C)n(-c2ccc(C(=O)OCC(=O)Nc3ccccc3[N+](=O)[O-])cc2)n1 | i | i | i | -0.2 | i | i | -7.4 | i | 0.1 | i | i |
| Cc1ccc(S(=O)(=O)N(CC(=O)NCC2CCCO2)Cc2ccc(F)cc2)cc1 (stereo not drawn) | i | i | i | 2.3 | i | i | -2.3 | i | 0.6 | i | i |
| CCOC(=O)N1CCN(C(=O)c2ccc3c(=O)n(-c4ccccc4F)c(=S)[nH]c3c2)CC1 | i | i | i | 1.0 | i | i | 2.3 | i | -0.2 | i | i |
| O=C(NCC1CCCO1)C1CCCN(S(=O)(=O)c2cc(Cl)ccc2Cl)C1 (stereo not drawn) | i | i | i | -0.1 | i | i | 24.3 | i | 1.5 | i | i |
| Cc1ccc(-c2ocnc2C(=O)Nc2nc(C)cs2)cc1 | i | i | i | -7.2 | i | i | 7.3 | i | 1.7 | i | i |
| CCCCCN1CC(O)=C(c2nc3ccccc3[nH]2)C1=N | i | i | i | 37.8 | i | i | -5.0 | i | 3.3 | i | i |
| Cc1cc(OCC(=O)OCC(=O)NCc2ccco2)ccc1Cl | i | i | i | 5.4 | i | i | -5.6 | i | 0.1 | i | i |
| O=C1CCC(C(=O)N2CCc3c(Cl)cccc3C2)CN1CCCN1CCOCC1 (stereo not drawn) | i | i | i | 16.1 | i | i | 4.9 | i | -0.7 | i | i |
| COc1ccc(/C=N/N2CCN(C3c4ccccc4-c4ccccc43)CC2)cc1O | i | i | i | -8.5 | i | i | -3.2 | i | -0.7 | i | i |
| COc1ccc(-c2csc3ncnc(N4CCN(CCO)CC4)c23)cc1 | i | i | i | 1.4 | i | i | 0.9 | i | 0.9 | i | i |
| CNc1nc(C)cc(C)c1S(=O)(=O)c1ccc(C)cc1 | i | i | i | 8.5 | i | i | 18.3 | i | 0.6 | i | i |
| NC(=O)c1nsc(C(=O)N(Cc2ccccc2F)C(C(=O)NCC2CCCO2)c2ccc(F)cc2)c1N (stereo not drawn) | i | i | i | 1.3 | i | -8* | -2.7 | i | -0.1 | i | i |
| Cc1sc(N/N=C/c2cccs2)nc1-c1ccccc1 | i | i | i | -2.3 | i | i | -4.3 | i | 2.6 | i | i |
| O=C(CSc1ccc2nnc(CCNC(=O)c3ccccc3)n2n1)Nc1ccccc1 | i | i | i | -1.9 | i | i | 5.3 | i | . | i | i |
| CCOc1cc(C2CC(=O)c3c(ccc4ccccc34)N2)ccc1O (stereo not drawn) | i | i | i | 8.9 | i | i | 0.7 | i | -0.4 | i | i |
| CCCN1C(=O)C(O)(c2c(C)[nH]c3ccccc23)c2ccccc21 (stereo not drawn) | i | i | i | 1.3 | i | i | -0.7 | i | 0.6 | i | i |
| C(=N\N(c1ccccc1)c1ccccc1)/c1ccccn1 | i | i | i | -2.1 | i | i | 7.7 | i | -0.2 | i | i |
| COc1ccc2ccccc2c1/C=N/NC(=O)c1ccccc1F | i | i | i | -8.3 | i | i | 4.2 | i | 1.4 | i | i |
| COc1ccc(O)c(/C=N/NC(=O)CSc2nnc(C)n2-c2ccccc2)c1 | i | i | i | -24.3 | i | i | -4.9 | i | 6.1 | i | i |
| c1ccc(-c2ccc(-c3[nH]ncc3CN3CCC(N4CCSCC4)CC3)cc2)cc1 | i | i | i | -4.3 | i | i | 4.3 | i | 2.1 | i | i |
| O=C(CSc1nnc(SCc2ccc(Cl)cc2)s1)c1ccc2c(c1)OCO2 | i | i | i | -8.4 | i | i | -10.9 | i | . | i | i |
| O=C(NC1C(=O)NNC1c1ccccc1)c1ccc(F)cc1 (stereo not drawn) | i | i | i | -0.4 | i | i | 7.5 | i | 0.7 | i | i |
| Cc1ccccc1C(=O)NCCCNC(=O)c1ccccn1 | i | i | i | 7.8 | i | i | -5.5 | i | -0.5 | i | i |
| CCCN1CCN(C(=O)Cn2c(=O)oc3cc(S(=O)(=O)NCc4ccccc4)ccc32)CC1 | i | i | i | -11.0 | i | i | -2.2 | i | -0.7 | i | i |
